IEC-6 cytotox – cytotoxicity in IEC-6 intestinal epithelial cells, primary screen, cytotoxicity control for KLF5 inhibitor project, cell-based, luminescence. IEC-6 cytotoxicity, luminescence viability. inhibition, % at 5 µM. 290,000 compounds, 0.78% hits. AID 1825, 2009; in the data active = inhibition above about 22%;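 also: 0% = plate median of test compound wells and 100% = cytotoxic reference compound wells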
TRPC4 agonist – activators of mouse TRPC4 channel, primary screen, Fluo4 calcium, HEK293 TRPC4beta/mu-opioid cells; AID 2237, 2010; 310,000 compounds, 0.49% hits; B-score at 10 µM; Fluo4 calcium fluorescence; active compounds read high; Short transient receptor potential channel 4 (Mus musculus), Q9QUQ5;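 active = B-score above 5 SD of library B-scores, and initial fluorescence ratio not above library mean plus 5 SD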;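 also: positive B-score marks a calcium rise read as TRPC4 activation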
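Material: HEK293 stable line with TRPC4beta plus mu-opioid receptor; technique: Fluo4 calcium-sensitive dye fluorescence, kinetic, 1 Hz baseline; timing: Fluo4 dye loading 45 min at room temperature, 110 s recording; controls: assay buffer as low control, maximal DAMGO as high control; read-out: integrated baseline-normalised fluorescence ratio, converted to per-well B score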
SKKanGAS inh – S. pyogenes SKKanGAS growth inhibitors in kanamycin, primary screen, streptokinase expression inhibitor project, SKKanGAS strain, BacTiter-Glo luminescence | 6 h | inhibition, % at 7.5 µM | AID 1662, 2009 | 300,000 compounds, 1.3% hits;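 active = mean replicate score, as percent of positive control median, at least 50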;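 also: strain carries kanamycin resistance gene driven by streptokinase promoter and grows in 40 µg/ml kanamycin; loss of luminescence reflects streptokinase promoter inhibition or plain growth inhibition; 0% = median of DMSO wells and 100% = positive control at its reference dose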
MrgX1 antagonist – antagonists of human MrgX1 receptor, primary screen, HEK293 cells, Fluo-4 calcium flux; Mas-related G-protein coupled receptor member X1 (Homo sapiens), Q96LB2; B-score at 10 µM; BAM8-22 antagonism; active compounds read low; 310,000 compounds, 1.3% hits; AID 588676, 2011;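 active = calcium-response B-score plate-corrected more than 3 library SD below zero, starting fluorescence within 5 deviations, no agonist response on first addition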;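 also: peak minus trough fluorescence over baseline after final BAM8-22 challenge near maximal dose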
Target sequence (Q96LB2 whole entry, looked up): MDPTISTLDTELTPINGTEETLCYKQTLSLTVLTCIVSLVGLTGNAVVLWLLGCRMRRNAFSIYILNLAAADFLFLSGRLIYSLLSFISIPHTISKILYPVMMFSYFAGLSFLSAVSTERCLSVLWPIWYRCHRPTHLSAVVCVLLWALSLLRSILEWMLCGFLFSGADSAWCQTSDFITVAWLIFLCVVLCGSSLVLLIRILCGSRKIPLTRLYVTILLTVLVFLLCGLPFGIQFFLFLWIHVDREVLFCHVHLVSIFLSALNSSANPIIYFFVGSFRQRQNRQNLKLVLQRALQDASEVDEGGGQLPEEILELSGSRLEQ
HIF activator – HIF pathway transcriptional activators, primary screen, cell-based, U2OS HRE-luciferase, luminescence | U2OS HRE-luciferase reporter; normalized: DMSO 0%, desferrioxamine 100% | activation, % at 7.5 µM (by protocol) | 300,000 compounds, 0.32% hits | AID 1910, 2009;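 active = mean activation of at least 10% of the iron chelator positive control signal, with at least half of replicates also reaching 10%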
TRPC4 potent – positive allosteric modulators of TRPC4, primary screen, cell-based, mouse TRPC4beta, HEK293 mu-opioid, Fluo-4 calcium; Short transient receptor potential channel 4 (Mus musculus), Q9QUQ5; DAMGO EC20, Fluo-4 Ca2+ flux; active compounds read high; B-score at 10 µM; 310,000 compounds, 0.42% hits;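 active = B-score of calcium response area above 5 SD of library B-scores, with initial fluorescence ratio within 5 SD of library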;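 also: B-score of integrated fluorescence ratio over time as area under calcium response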
KLF5 inhibitor – KLF5 expression inhibitors, primary screen, DLD-1 cells, luminescence. DLD-1 KLF5 promoter-luciferase reporter. inhibition, % at 5 µM. 290,000 compounds, 0.23% hits;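 active = inhibition above a per-plate limit of that plate's mean compound inhibition plus 3 SD, cut at about 60% in these data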;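 also: 0% = DMSO wells and 100% = LY294002 at 200 µM; higher means less KLF5 promoter-driven luciferase light; inactives centre near -14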
TRPC4 block – inhibitors of mouse TRPC4 channel, primary screen, Fluo4 calcium, HEK293 TRPC4beta/mu-opioid cells. B-score at 10 µM. DAMGO-evoked Fluo4 calcium flux; active compounds read low. Short transient receptor potential channel 4 (Mus musculus), Q9QUQ5. AID 2247, 2010. 300,000 compounds, 0.39% hits;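 active = B-score over 3 SD under the library average, no early fluorescence shift, positive overall ratio signal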
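Material: HEK293 cells with stable TRPC4beta plus mu-opioid receptor expression / Probe or stimulus: DAMGO in two steps, submaximal then maximal / Compound: single concentration per test compound / Technique: kinetic Fluo4 fluorescence imaging of calcium influx / Read-out: per-well B score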
TRPC6 inh – mouse TRPC6 channel inhibitors, primary screen, cell-based, HEK293, membrane potential dye | Short transient receptor potential channel 6 (Mus musculus), Q61143 | ACh-evoked depolarization; active compounds read low | B-score at 10 µM | 310,000 compounds, 1.1% hits | AID 2553, 2010;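 active = B-score under library mean minus 3 SD, initial fluorescence not abnormally high, positive integrated signal ratio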;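 also: B-score derived from integrated fluorescence ratio over the kinetic read; more negative B-score means stronger inhibition of depolarization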
TRPC6 act – mouse TRPC6 channel activators, primary screen, cell-based, HEK293, membrane potential dye; Short transient receptor potential channel 6 (Mus musculus), Q61143; B-score at 10 µM; HEK293-TRPC6 membrane potential dye fluorescence; active compounds read high; 310,000 compounds, 0.13% hits;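 active = B-score of the integrated fluorescence ratio above library mean plus 3 SD, and starting fluorescence ratio within library mean plus 5 SD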;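 also: higher score means more depolarization so channel activation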
aSyn 5UTR inh – MLPCN primary screen, SNCA 5' untranslated region; alpha-synuclein 5'UTR reporter, inhibitor activity; inhibition, % (tested at 7.5 µM); 300,000 compounds, 0.82% hits; AID 1813, 2009; in the data active = inhibition above about 60%;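 also: H4 neuroglioblastoma cells stably carrying SNCA 5'UTR luciferase fusion; 0% = DMSO wells and 100% = positive control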
The depositor's hits bear a star; i = inactive; · = no result given.

SMILES | TRPC4 potent | SKKanGAS inh | aSyn 5UTR inh | IEC-6 cytotox | TRPC4 block | TRPC6 act | TRPC6 inh | MrgX1 antagonist | KLF5 inhibitor | HIF activator | TRPC4 agonist
CCOC(=O)C1=C(C)N=c2s/c(=C\c3ccc(O)c([N+](=O)[O-])c3)c(=O)n2C1c1ccccc1OC (stereo unspecified) | i | 57.8* | 5.0 | -11.9 | i | i | i | -4.59* | -3.0 | -0.6 | i
Nc1nc(Nc2ccccc2)nc(NC2CCCCC2)c1[N+](=O)[O-] | i | 79.2* | 34.5 | -6.6 | i | i | i | i | -35.1 | 1.1 | i
COC(=O)c1cc(NC(=O)CN(c2ccccc2OC)S(=O)(=O)c2ccccc2)ccc1Cl | i | 9.2 | 24.1 | -2.3 | i | i | i | i | 8.2 | 0.0 | i
CCCn1c(CN2CCN(C(=O)OCC)CC2)nc2cc(NC(C)=O)ccc21 | i | -2.5 | 0.1 | -2.0 | i | i | i | i | -21.2 | -5.6 | i
CCc1cccc(NC(=S)N(CCN(C)C)C2CCN(C(C)C)CC2)c1 | i | 3.0 | 1.6 | -0.6 | i | i | i | i | -18.8 | 0.8 | i
Cc1ccnc(NS(=O)(=O)c2ccc(NC(=O)c3cc(=O)c4ccccc4o3)cc2)n1 | i | 1.9 | 8.3 | 1.7 | i | i | i | i | -6.9 | -0.3 | i
COC(=O)[C@H](Cc1ccccc1)NC(=O)N1CC(C)OC(C)C1 (stereo partly specified) | i | 3.0 | 12.1 | 1.6 | i | i | i | i | -18.5 | -0.2 | i
CCCCN1C(N)=NC[C@@H]1CCCCN | i | 1.0 | 7.7 | · | i | i | i | i | · | 0.1 | i
COC(=O)c1ccc(COc2ccccc2OC)o1 | i | 0.4 | -48.0 | 2.4 | i | i | i | i | -61.6 | 0.7 | i
CC(Oc1ccccc1)C(=O)Nc1cccc(-c2nc3ccccc3[nH]2)c1 (stereo unspecified) | i | 12.3 | -38.4 | -5.0 | i | i | i | i | -17.0 | 0.3 | i
CCOc1ccccc1/C=N/OCC(=O)NCc1ccc(F)cc1 | i | 13.8 | 6.0 | -1.4 | i | i | i | i | -10.1 | -0.5 | i
CC1=CC(C)(C)NC(=S)N1c1ccc(C)cc1 | i | 0.3 | 11.2 | -1.1 | i | i | i | i | -35.7 | · | i
CCOC(=O)c1nnn(-c2nonc2OC)c1-c1ccccc1 | i | 7.7 | 39.8 | 0.1 | i | i | i | i | -8.5 | 0.1 | i
COc1ccc2c(=O)cc(C(=O)O)oc2c1 | i | -1.0 | -11.9 | 0.5 | i | i | i | i | -41.6 | -0.5 | i
c1ccc(CCc2nn3c(-c4ccncc4)nnc3s2)cc1 | i | -1.3 | 30.8 | -14.8 | i | i | i | i | -20.9 | 1.3 | i
O=C(Oc1ccc2c(c1)O/C(=C\c1ccncc1)C2=O)c1ccccc1 | i | -2.4 | -21.6 | 3.1 | i | i | i | i | -38.2 | 2.8 | i
O/N=C\c1cccn1-c1ccc(Br)cc1 | i | 3.0 | 29.1 | 4.0 | i | i | i | i | 0.0 | 0.4 | i
CCN(C(=O)c1cc2c(=O)n3ccccc3nc2n1CCCOC)C1CCCCC1 | i | 2.8 | 13.7 | -8.8 | i | i | i | i | -36.1 | -0.3 | i
O=C(NCC1CCCO1)c1c(O)c2ccccc2[nH]c1=O (stereo unspecified) | i | -2.0 | -140.0 | -1.3 | i | i | i | i | -12.0 | 1.5 | i
Cc1cc(C(=O)COC(=O)CC2Sc3ccccc3NC2=O)c(C)n1-c1ccc2c(c1)OCO2 (stereo unspecified) | i | 6.2 | -37.3 | 0.2 | i | i | i | i | -23.4 | 1.2 | i
Cc1ccc(C)c(NS(=O)(=O)c2ccccc2C)c1 | i | · | · | -1.3 | i | i | i | i | -24.0 | · | i
CCOc1ccc(S(=O)(=O)NC(C)C(=O)NCc2ccc3c(c2)OCO3)cc1 (stereo unspecified) | i | -11.9 | -15.9 | -1.9 | i | i | i | i | 5.5 | -12.4 | i
Cc1ccc2[nH]c(=O)c(CN(CCN3CCOCC3)C(=O)Nc3ccccc3F)cc2c1 | i | 0.6 | 3.0 | -4.9 | i | i | i | · | -22.1 | -0.1 | i
Fc1ccccc1NC(=S)N/N=C/c1ccccc1Br | i | 9.8 | -247.5 | 1.2 | i | i | i | i | -144.2 | 4.9 | i
CCc1nc(SCC(=O)Nc2ccccc2C(=O)OC)n[nH]1 | i | -3.4 | -1.5 | -5.1 | i | i | i | i | -37.9 | 0.1 | i
CCCc1n[nH]c(=O)[nH]1 | i | -6.8 | 4.2 | 5.7 | i | i | i | i | 13.2 | -0.1 | i
COCc1cc(C)nc(SCc2ccc(F)cc2)c1C#N | i | -1.2 | 16.4 | 2.0 | i | i | i | i | 10.5 | -0.5 | i
O=C(NN1CC(C(=O)OCc2ccccc2F)CC1=O)c1ccccc1 (stereo unspecified) | i | -5.4 | 12.4 | -2.8 | i | i | i | i | -8.6 | -0.7 | i
COc1cc(Cl)c(C)cc1NC(=O)COC(=O)/C=C/c1c(C)nn(C2CCS(=O)(=O)C2)c1Cl (stereo unspecified) | i | 17.4 | 12.5 | 0.6 | i | i | i | i | -38.9 | -0.5 | i
COc1ccccc1N(CC(=O)N1CCc2ccccc2C1)S(C)(=O)=O | i | -1.4 | -14.0 | -1.0 | i | i | i | i | -25.7 | -0.2 | i
C=CCOc1ccc(/C=C2/C(=O)ON=C2C)cc1OC | i | -2.3 | 5.6 | -3.4 | i | i | i | i | -27.8 | 0.5 | i
Nc1c(NC(=O)CC[n+]2ccccc2)cccc1[N+](=O)[O-] | i | -5.1 | -11.6 | 9.8 | i | i | i | i | 4.0 | · | i
O=C1CCC(C(=O)N2CCC(CO)CC2)CN1Cc1ccc(Cl)cc1 (stereo unspecified) | i | 2.7 | -20.2 | -3.9 | i | i | i | i | -18.1 | 0.1 | i
C=CCn1c(N2CCN(c3ccc(OC)cc3)CC2)nc2c1c(=O)[nH]c(=O)n2C | i | -1.2 | 39.0 | 4.4 | i | i | i | i | -10.8 | -0.3 | i
COc1ccc(-c2csc(Nc3ccccn3)n2)cc1OC | i | -5.7 | -169.5 | -5.3 | i | i | i | i | -218.5 | 2.9 | i
CCOC(=O)c1c(NC(=O)COc2ccccc2F)sc2c1CC(C)(C)NC2(C)C | i | -4.0 | 20.5 | · | i | i | i | i | · | 0.0 | i
COc1ccc(N)cc1-n1cnnn1 | i | 2.7 | 9.5 | -5.8 | i | i | i | i | -7.0 | -0.7 | i
CSc1nc(SCC(=O)NC(c2ccccc2)c2ccccc2)c2c3c(sc2n1)CN(C)CC3 | i | 10.9 | -43.6 | 0.6 | i | i | i | i | -17.3 | -0.1 | i
CCc1sc(C(=O)NCCc2ccc(S(N)(=O)=O)cc2)cc1C | i | 4.2 | 13.8 | -2.0 | i | i | i | i | -2.3 | -0.1 | i
CCOc1ccc(-c2c(C(=O)N/N=C/c3ccc(C)o3)nnn2-c2nonc2N)cc1 | i | 0.2 | -6.2 | 3.9 | i | i | i | i | -4.0 | 0.0 | i
COc1cc2c(cc1OC)C1(CCCCC1)CN(C)C2 | i | -10.8 | -10.1 | -2.4 | i | i | i | i | -8.4 | 0.0 | i
CC(=O)Nc1ccc(NC(=O)C(=O)c2cn(CC(=O)N3CCCCC3)c3ccccc23)cc1 | i | · | · | -1.2 | i | i | i | i | -26.8 | · | i
C=CCN1CC(c2nc3ccccc3n2Cc2ccccc2)CC1=O (stereo unspecified) | i | -0.3 | -6.8 | -7.4 | i | i | i | i | 15.6 | -0.1 | i
N#C/C(=C/c1ccco1)C(N)=S | i | -7.9 | -7.4 | -18.9 | i | i | i | i | -6.5 | -0.4 | i
Cn1c(-c2ccc(Cl)nc2)nc2ccccc21 | i | -4.3 | -65.0 | 3.1 | i | i | i | i | -41.5 | 1.5 | i
Cc1cc(N2CCCC(C(=O)Nc3ccc4c(c3)CCC4)C2)n2ncnc2n1 (stereo unspecified) | i | -5.7 | 27.2 | 2.7 | i | i | i | i | -35.3 | 0.3 | i
CCN(CC)CCNc1nc2c(c(=O)n(C)c(=O)n2C)n1C/C=C(/C)Cl | i | 2.5 | 12.0 | -3.4 | i | i | i | -4.64* | -22.0 | -2.7 | i
CC(C)(C)NC(=O)NC(=O)CN1CCN(S(=O)(=O)c2ccccc2)CC1 | i | 8.9 | 3.6 | -0.6 | i | i | i | i | -49.5 | -0.4 | i
Cc1ccc(OCC(=O)NNC(=O)CCC(=O)NCc2ccccc2)cc1 | i | 7.5 | 1.0 | -2.2 | i | i | i | i | -4.2 | -0.2 | i
CCOc1ccc(Cl)cc1CNCCCSc1nc(C)cc(C)n1 | i | -1.0 | -0.5 | 7.6 | i | i | i | i | -31.8 | -3.6 | i

Following part
SMILES | TRPC4 potent | SKKanGAS inh | aSyn 5UTR inh | IEC-6 cytotox | TRPC4 block | TRPC6 act | TRPC6 inh | MrgX1 antagonist | KLF5 inhibitor | HIF activator | TRPC4 agonist
COc1cc(NC(=O)c2sc3ncn(CC(=O)N4CCCC(C)C4)c(=O)c3c2C)cc(OC)c1OC (stereo unspecified) | i | 5.2 | 13.7 | 1.6 | i | i | i | i | -12.3 | -0.8 | i
Cc1c(C(=O)C(=O)N2c3ccc(F)cc3CCC2C)c2ccccc2n1C (stereo unspecified) | i | 0.4 | 61.7* | 5.5 | i | i | i | i | 6.6 | -1.1 | i
COCCSc1nnc(NC(=O)Cc2ccccc2OC)s1 | i | -12.8 | -12.9 | 5.8 | i | i | i | i | -8.0 | 0.1 | i
COc1cccc(Oc2coc3c(CN4CCOCC4)c(O)ccc3c2=O)c1 | i | -0.3 | -5.5 | 2.5 | i | i | i | i | -14.6 | -0.3 | i

Bioassay records: PubChem BioAssay, several laboratories
